mIAP inh: blocks mouse intestinal alkaline phosphatase; purified mouse IAP, CDP-Star luminescence, 30 min; hit rate 0.2% among 330,000; inhibition, % at 10 µM;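 active = inhibition of at least 40% at 10 µM in the primary screen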;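 note: plate controls were DMSO with enzyme for no effect and no enzyme wells for full effect; values of inactives mirror those of a sister screen read the other way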
ATG4B inh: ATG4B (human) cysteine protease inhibition. ATG4B cleavage of LC3-PLA2, NBD-HPC fluorescence, 1 h. hit rate 0.51% among 340,000. inhibition, % at 8.33 µM. AID 504462; in the data active = inhibition above about 40%
PfGluPho inh: PfG6PD (Plasmodium falciparum) enzyme inhibition; PfGluPho enzyme, NADPH resazurin-diaphorase fluorescence; inhibition, % at 20 µM; hit rate 0.78% among 350,000; AID 504690;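 active = inhibition reaching at least a set limit at 20 µM in the primary screen, cut at about 59% in these data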;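 note: 0% = DMSO wells with substrate and 100% = DMSO wells lacking glucose-6-phosphate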
hIAP block: blocks human intestinal alkaline phosphatase. hit rate 0.12% among 330,000. purified IAP, CDP-Star luminescence, 30 min. inhibition, % at 10 µM. P09923. AID 2544;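 active = inhibition reaching a set limit with compound at 10 µM in the primary screen, cut at about 35% in these data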;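 note: plate controls were DMSO wells with enzyme for no effect and no-enzyme buffer wells for full effect; values of inactives mirror those of a sister screen read the other way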
Target sequence (P09923 whole entry, looked up): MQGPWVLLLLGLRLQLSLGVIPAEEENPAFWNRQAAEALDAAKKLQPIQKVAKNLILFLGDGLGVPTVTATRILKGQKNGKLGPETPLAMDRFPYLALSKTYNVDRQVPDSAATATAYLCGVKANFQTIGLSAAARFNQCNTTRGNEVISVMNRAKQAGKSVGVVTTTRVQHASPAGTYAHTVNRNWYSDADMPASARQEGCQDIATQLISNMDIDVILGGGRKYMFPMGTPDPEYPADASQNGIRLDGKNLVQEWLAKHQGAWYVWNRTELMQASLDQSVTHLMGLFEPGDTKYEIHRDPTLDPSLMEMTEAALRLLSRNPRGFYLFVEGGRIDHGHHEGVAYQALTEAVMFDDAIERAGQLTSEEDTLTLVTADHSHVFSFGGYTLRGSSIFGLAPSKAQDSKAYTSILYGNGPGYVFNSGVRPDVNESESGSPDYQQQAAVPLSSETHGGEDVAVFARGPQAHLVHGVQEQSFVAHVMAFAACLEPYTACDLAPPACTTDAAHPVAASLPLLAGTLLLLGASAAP
HKDC1 inhibitor: inhibitors of human hexokinase HKDC1 | AID 493160 | recombinant HKDC1, G6PDH/diaphorase resazurin coupled fluorescence | hit rate 0.16% among 340,000 | inhibition, % at 20 µM | Q2TB90;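 active = inhibition above about 35% when tested at 20 µM, limit read from the data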;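 note: plate controls were DMSO wells with enzyme for no effect and DMSO wells lacking enzyme for full effect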
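Assay system: in-house recombinant HK5 (HKDC1) enzyme. Input: HKDC1 at 5 µg/mL. Medium: Tris pH 8.0 buffer with MgCl2, Tween-20, BSA, BME. Dosing: single 20 µM dose. Schedule: 90 min reaction incubation at room temperature, dark. Signal: resazurin-to-resorufin fluorescence via G6PDH and diaphorase coupling, 525/613 nm. Controls: DMSO-enzyme wells negative, buffer-substituted wells positive.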
A3A deaminase: inhibitors of human APOBEC3A DNA deaminase. hit rate 0.41% among 330,000. inhibition, % at 20 µM. recombinant A3A, FAM/TAMRA ssDNA deamination fluorescence. P31941. AID 493011;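 active = at least 40% inhibition at 20 µM here, with at most 30% in a related deaminase screen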;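 note: plate controls were A3A with DMSO for no effect and wells lacking A3A enzyme for full effect; some results filed as inactive read as strong as hits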
Target sequence (P31941 whole entry, looked up): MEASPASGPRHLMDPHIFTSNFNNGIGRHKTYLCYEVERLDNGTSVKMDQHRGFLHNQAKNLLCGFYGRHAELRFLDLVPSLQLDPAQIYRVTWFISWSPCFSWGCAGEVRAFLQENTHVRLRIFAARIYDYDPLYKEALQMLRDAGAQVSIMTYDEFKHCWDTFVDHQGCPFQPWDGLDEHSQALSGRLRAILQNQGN
hIAP act: increases human intestinal alkaline phosphatase activity; purified human IAP, CDP-Star luminescence, 30 min; active compounds read high; 1 = vehicle-only enzyme, 0 = enzyme-free background; activation factor at 10 µM; hit rate 0.16% among 330,000;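 active = activation factor of the enzyme at least 2-fold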; note: the source names both 10 and 20 µM as test concentration; values of inactives mirror those of a sister screen read the other way
mIAP act: mouse IAP activation. muIAP, CDP-Star luminescence, 30 min; active compounds read high; 1 = vehicle-only enzyme signal, 0 = enzyme-free wells. activation factor at 10 µM. hit rate 0.24% among 330,000. AID 2805;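 active = activation factor of at least 2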; note: the source names both 10 and 20 µM as test concentration; values of inactives mirror those of a sister screen read the other way
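also added = chemiluminescent substrate CDP-Star | test system = mouse IAP enzyme | signal = chemiluminescence readout | compound = DMSO-dissolved test compounds | incubation = 30 min at room temperature | benchmarks = DMSO wells, no-enzyme wells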
An asterisk follows results filed as active; · = no result given.

SMILES	mIAP inh	ATG4B inh	PfGluPho inh	hIAP block	HKDC1 inhibitor	A3A deaminase	hIAP act	mIAP act
Cc1ccc(C(CC(=O)O)NC(=O)CCNC(=O)c2ccco2)cc1 (configuration not stated)	1	1	-17	-21	0	1	1.2	0.99
CCOC(=O)C1CCN(C(=O)c2ccc3c(c2)S(=O)(=O)c2ccccc2C3=O)CC1	-2	-3	20	4	-9	2	0.96	1
CCCc1n(CC)c2ccccc2[n+]1CC(O)COC1CCCCC1 (configuration not stated)	-1	-8	10	-9	-2	89*	1.1	1
COC(=O)c1c(C)[nH]c(C(=O)CSc2nnnn2-c2ccccc2)c1C	-4	-10	3	-3	-5	-1	1	1
CCCn1c(=O)c(-c2nc3ccccc3[nH]2)c(O)c2ccccc21	-8	8	-24	-22	15	3	1.2	1.1
CC(C)N(Cc1ccccc1)S(=O)(=O)N(C)C	11	-8	1	23	-1	0	0.77	0.89
O=C1NC[C@@H](Cc2ccc(O)cc2)N(CCc2cccc3ccccc23)C1=O	8	-10	-1	5	9	-2	0.95	0.92
O=C(Cn1ccc2cc(S(=O)(=O)N3CCCC3)ccc21)NCCc1ccccc1	-7	11	-34	-27	-5	-2	1.3	1.1
Cc1ccc(-c2nnc(CCC(=O)N(C)Cc3nccs3)o2)s1	4	-11	-6	1	-8	-3	0.99	0.96
N#CC(c1ccc(=O)[nH]n1)c1ccc(Cl)cc1Cl (configuration not stated)	12	-4	1	10	-6	-3	0.9	0.88
CC(=O)N(c1cccc(Br)c1)c1nc(C)cc(C)c1C#N	-2	-2	-3	2	-8	-2	0.97	1
O=C(Nn1c(C2CCCCC2)nc2ccccc2c1=O)c1cc(Cl)ccc1[N+](=O)[O-]	-5	-3	-20	-12	-10	0	1.1	1
COc1cccc(NC(=O)CCNC(=O)c2ccccc2Cl)c1	8	-7	1	-2	-5	-2	1	0.92
Cc1ccc(C(=O)NC(=O)CSc2ncccc2C(=O)O)cc1	-1	7	-17	-6	-5	-4	1.1	1
O=C(CSc1n[nH]c(=O)[nH]c1=O)c1ccccc1	-6	-1	-4	-17	-8	-3	1.2	1.1

Arranged by molar mass (smallest number first): part of the list above.
SMILES	mIAP inh	ATG4B inh	PfGluPho inh	hIAP block	HKDC1 inhibitor	A3A deaminase	hIAP act	mIAP act
CC(C)N(Cc1ccccc1)S(=O)(=O)N(C)C	11	-8	1	23	-1	0	0.77	0.89
N#CC(c1ccc(=O)[nH]n1)c1ccc(Cl)cc1Cl (configuration not stated)	12	-4	1	10	-6	-3	0.9	0.88
CCCn1c(=O)c(-c2nc3ccccc3[nH]2)c(O)c2ccccc21	-8	8	-24	-22	15	3	1.2	1.1
COc1cccc(NC(=O)CCNC(=O)c2ccccc2Cl)c1	8	-7	1	-2	-5	-2	1	0.92
CC(=O)N(c1cccc(Br)c1)c1nc(C)cc(C)c1C#N	-2	-2	-3	2	-8	-2	0.97	1
CCCc1n(CC)c2ccccc2[n+]1CC(O)COC1CCCCC1 (configuration not stated)	-1	-8	10	-9	-2	89*	1.1	1
Cc1ccc(-c2nnc(CCC(=O)N(C)Cc3nccs3)o2)s1	4	-11	-6	1	-8	-3	0.99	0.96
COC(=O)c1c(C)[nH]c(C(=O)CSc2nnnn2-c2ccccc2)c1C	-4	-10	3	-3	-5	-1	1	1
O=C1NC[C@@H](Cc2ccc(O)cc2)N(CCc2cccc3ccccc23)C1=O	8	-10	-1	5	9	-2	0.95	0.92
O=C(Cn1ccc2cc(S(=O)(=O)N3CCCC3)ccc21)NCCc1ccccc1	-7	11	-34	-27	-5	-2	1.3	1.1
CCOC(=O)C1CCN(C(=O)c2ccc3c(c2)S(=O)(=O)c2ccccc2C3=O)CC1	-2	-3	20	4	-9	2	0.96	1

(list continues)
SMILES	mIAP inh	ATG4B inh	PfGluPho inh	hIAP block	HKDC1 inhibitor	A3A deaminase	hIAP act	mIAP act
COCCn1c(SCC(=O)Nc2sccc2C(N)=O)nnc1-c1ccncc1	2	-7	1	1	-3	8	0.99	0.97
Cc1nn(-c2ccc(F)cc2)c(Cl)c1/C=C(\CCC(=O)O)c1nc2ccccc2s1	7	16	-1	3	6	-1	0.97	0.93
CCOC(=O)c1ccc(NC(=O)N2CC(C)OC(C)C2)cc1 (configuration not stated)	-15	-10	2	-9	7	3	1.1	1.2
Cc1ccc(C(NC(=O)NN2CCN(C)CC2)C(Cl)Cl)cc1F (configuration not stated)	3	2	1	-5	-5	-1	1	0.97
COc1ccc(S(=O)(=O)N2CCOC2CNC(=O)C(=O)NCCc2c[nH]c3ccccc23)cc1 (configuration not stated)	5	-10	-7	11	2	-5	0.89	0.95
COc1ccc(S(=O)(=O)n2nc(OC(=O)c3ccncc3)cc2N)cc1	5	-5	-4	-6	-9	-2	1.1	0.95
O=S(=O)(NCc1ccccn1)c1ccc(Cl)c(C(F)(F)F)c1	4	-7	14	-20	-11	-2	1.2	0.96
COc1cc(/C(C)=N/NC(=O)CSc2nnc(C)s2)ccc1O	-1	-3	-4	-1	0	0	1	1
CCOC(=O)N1CCN(c2cc3[nH]c(=S)[nH]c3cc2F)CC1	6	2	8	8	-17	-4	0.92	0.94
CCCCN1C(N)=NC[C@@H]1Cc1ccc(O)cc1	3	-2	4	5	2	-2	0.95	0.97
COc1ccc(NC(=O)CSc2nnc(N)s2)cc1	-6	-14	12	-8	-6	-8	1.1	1.1
Cc1ccc(S(=O)(=O)CCC(=O)OCC(=O)N2CCc3ccccc32)cc1	6	4	8	2	-2	-4	0.98	0.94
CCOC(=O)c1ccc(-c2ccc(CO)o2)cc1	-2	-8	10	4	-3	-5	0.96	1
CN(Cc1cn(C)nc1-c1ccccc1F)CC1CCCCO1 (configuration not stated)	3	1	-16	9	-3	3	0.91	0.97
COc1ccccc1Nc1nn2c(=O)c3ccc(C(=O)NCc4cccnc4)cc3nc2s1	12	·	·	12	·	-4	0.88	0.88
CC(C)(C)C(CO)NC(=O)c1ccc[nH]1 (configuration not stated)	-4	-6	2	0	0	0	0.99	1
CSc1nnc(CNS(=O)(=O)c2ccc(Br)cc2)n1C	3	4	7	15	-7	-4	0.85	0.97
CC(=O)/C(=C\Nc1ccc(OCc2ccccc2)cc1)c1ccccc1	14	-2	11	19	5	-3	0.81	0.86
O=C(C1CC1)N1CCN=C1SCc1ccccc1	4	-1	7	14	-2	-4	0.86	0.96
CCOC(=O)c1cnc(SC)nc1Nc1cccc2ccccc12	-7	3	13	2	-1	-1	0.97	1.1
N#Cc1c(N2CCN(C(=O)c3ccccc3Cl)CC2)nc(-c2ccccc2)c2c1CCCC2	-9	18	-7	3	5	-1	0.97	1.1
COc1ccccc1Nc1nnc(SCC(=O)NC(=O)Nc2ccc3c(c2)OCCO3)s1	-3	-2	1	-4	-3	2	1	1
Cc1ccc(OCc2cc(C(=O)NCCc3cccnc3)no2)cc1C	-10	16	16	-23	1	-5	1.2	1.1
CCc1nnc(SCC(=O)Nc2ccc3ccccc3c2)n1N	5	-13	-6	-11	-5	-1	1.1	0.95
Cc1cc(=O)oc2ccc(OCc3ccccc3)cc12	-2	-3	2	17	1	-4	0.83	1
Cn1cc(S(=O)(=O)c2ccccc2)c(=O)c2cc(Cl)ccc21	-3	-3	-2	11	-7	-2	0.89	1
COc1ccc(S(=O)(=O)N2CCOCC2)cc1NC(=O)Cc1ccccc1Cl	5	18	4	9	-1	-1	0.91	0.95
Cc1ccc2cccc(OCC(=O)c3cc(C)n(Cc4ccco4)c3C)c2n1	0	·	·	16	·	11	0.84	1
CCOc1ccc(NC(c2ccccn2)c2oc(CO)cc(=O)c2O)cc1 (configuration not stated)	9	7	11	-3	12	0	1	0.91
Clc1ccc(-c2nnnn2-c2ccc(Cl)cc2)cc1	13	-1	5	7	-4	-2	0.93	0.87
CC1=CCC(COC(=O)Nc2ccccc2)CC1 (configuration not stated)	-10	16	21	-11	-3	-6	1.1	1.1
Cn1nccc1C(=O)OCC(=O)Nc1ccccc1	-10	-8	-21	-20	1	7	1.2	1.1
O=C(C1=C[C@H](C2CCCCC2)C[C@H](OCCCCO)O1)N1CCN(Cc2ccc3c(c2)OCO3)CC1	-14	-19	-11	-9	2	-9	1.1	1.1
Cc1cccc(CSCCNC(=O)CN(c2cc(C)cc(C)c2)S(C)(=O)=O)c1	-4	-14	7	-3	-2	4	1	1
CC(C)NC(=O)NC(=O)COC(=O)c1ncc(Cl)c(Cl)c1Cl	3	-4	-7	8	-2	1	0.92	0.97
Cc1c(C(=O)N2CCN(c3ccccn3)CC2)oc2c(F)cccc12	-7	6	6	-22	-2	-1	1.2	1.1
Cc1ccnc(NC2(C(F)(F)F)N=C(c3ccccc3)NC2=O)c1 (configuration not stated)	0	-4	8	14	5	-4	0.86	1
NC(=S)NN=Cc1ccc(-c2ccc(S(=O)(=O)Nc3ncccn3)cc2)o1	42*	7	25	-16	10	37	1.2	0.58
COc1ccc(NS(=O)(=O)c2c(C(=O)N3CCCCCC3)c(C)n(C)c2C)cc1OC	-2	2	-7	13	7	1	0.87	1
O=[N+]([O-])c1ccc(-c2ccc(C=Nc3cccc4ccccc34)o2)cc1	8	3	28	12	7	-2	0.88	0.92
COc1ccc2[nH]c3c(c2c1)CCN1C(=O)C(CC(=O)NCCCN(C)C)C[C@H](C(=O)N2CCOCC2)[C@@]31CCC1CCCC1 (some centres not stated)	-5	-9	9	·	14	3	·	1
CCc1ccc(OCC(=O)NNC(=O)CNC(=O)c2ccc(Br)o2)cc1	14	-52	4	-47	-2	-5	1.5	0.86
O=C(NC(=S)N1CCCC1)c1cccc([N+](=O)[O-])c1	-4	0	-2	-7	-1	-2	1.1	1
O=C(/C=C\Nc1cccc(F)c1)c1cccs1	17	-8	24	-16	0	-3	1.2	0.83
Cc1cc(N2CCN(C)CC2)nc2ccc(NC(=O)CCC(=O)NCCc3ccc(Cl)cc3)cc12	-4	-1	-8	-7	-3	1	1.1	1
CCCCNCc1nc2ccccc2c(=O)[nH]1	4	-10	-12	-2	6	-4	1	0.96
Cc1ccc(OCC(=O)Nc2ccc(C(=O)O)cc2NC(=O)COc2ccc(C)c(C)c2)cc1C	10	-4	32	-40	2	-2	1.4	0.9
CCn1c(=O)n(Cc2ccco2)c(=N)c2c3c(sc21)COC(C)(C)C3	-14	1	-8	10	-3	1	0.9	1.1
NC(=O)c1ccc(NCC2COc3ccccc3O2)c([N+](=O)[O-])c1 (configuration not stated)	14	82*	-15	-2	-5	-4	1	0.86
O=C(NCc1cn2ccccc2n1)c1ccc2c(c1)OCO2	-12	-6	-5	8	-5	-4	0.92	1.1
Cc1ccc(NC(=O)c2cc([N+](=O)[O-])ccc2N2CCOCC2)cc1S(=O)(=O)N1CCOCC1	5	2	11	4	-4	42*	0.96	0.95
CCNS(=O)(=O)c1ccc(Br)c(C(=O)OC(C)C(=O)NCC2CCCCC2)c1 (configuration not stated)	-6	-2	0	-14	-1	4	1.1	1.1

Sorted by value in HKDC1 inhibitor (largest number first): 3 of the compounds above.
smiles	mIAP inh	ATG4B inh	PfGluPho inh	hIAP block	HKDC1 inhibitor	A3A deaminase	hIAP act	mIAP act
CCCCNCc1nc2ccccc2c(=O)[nH]1	4	-10	-12	-2	6	-4	1	0.96
CCNS(=O)(=O)c1ccc(Br)c(C(=O)OC(C)C(=O)NCC2CCCCC2)c1 (configuration not stated)	-6	-2	0	-14	-1	4	1.1	1.1
Cc1ccc(NC(=O)c2cc([N+](=O)[O-])ccc2N2CCOCC2)cc1S(=O)(=O)N1CCOCC1	5	2	11	4	-4	42*	0.96	0.95

Screening data (PubChem)
